# EBI2 block: EBI2 (human) antagonism. 360,000 tested, 0.81% active. inhibition, % at 5 µM. EBI2 beta-arrestin recruitment, luminescence, 7a,25-OHC stimulated. P32249; in the data active = inhibition above about 38%;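 also: enzyme fragment complementation signal reports receptor beta-arrestin coupling in cells; 0% = agonist plus DMSO wells and 100% = wells without agonist; some results beyond the cut were filed as inactive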
# Target sequence (P32249 whole entry, looked up, the tested form may be a part): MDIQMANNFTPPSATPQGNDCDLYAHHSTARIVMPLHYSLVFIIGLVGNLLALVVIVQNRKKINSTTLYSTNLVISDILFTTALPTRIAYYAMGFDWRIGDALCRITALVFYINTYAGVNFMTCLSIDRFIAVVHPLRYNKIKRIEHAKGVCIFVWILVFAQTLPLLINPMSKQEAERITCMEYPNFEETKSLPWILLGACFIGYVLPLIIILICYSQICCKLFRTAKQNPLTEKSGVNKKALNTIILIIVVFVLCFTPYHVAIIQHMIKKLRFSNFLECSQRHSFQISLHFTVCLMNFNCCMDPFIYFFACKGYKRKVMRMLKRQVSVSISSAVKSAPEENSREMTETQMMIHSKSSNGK
# GRIN3A LBD mod: modulates the human NR3A ligand-binding domain; AID 1259313; Tm shift relative to glycine control, % at 25 µM; 340,000 tested, 2.5% active; NR3A LBD differential scanning fluorimetry, Tm shift; 0% = protein alone, 100% = glycine-bound protein;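 active = melting temperature shift of at least 10% of the positive control shift, at one fixed dose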
# CCR6 antagonist: blocks CCL20-driven beta-arrestin recruitment at human CCR6 | P51684 | CHO-K1 CCR6 PathHunter beta-arrestin, luminescence, CCL20-stimulated | inhibition, % at 20 µM | 340,000 tested, 0.49% active | AID 493098;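 active = compounds whose inhibition of the agonist-driven luminescence signal at 20 µM reaches about 50%, limit read from the data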;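 also: cells stimulated with CCL20 at 14 nM final; plate controls were DMSO with CCL20 for no effect and DMSO without agonist for full effect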
# Target sequence (P51684 whole entry, looked up): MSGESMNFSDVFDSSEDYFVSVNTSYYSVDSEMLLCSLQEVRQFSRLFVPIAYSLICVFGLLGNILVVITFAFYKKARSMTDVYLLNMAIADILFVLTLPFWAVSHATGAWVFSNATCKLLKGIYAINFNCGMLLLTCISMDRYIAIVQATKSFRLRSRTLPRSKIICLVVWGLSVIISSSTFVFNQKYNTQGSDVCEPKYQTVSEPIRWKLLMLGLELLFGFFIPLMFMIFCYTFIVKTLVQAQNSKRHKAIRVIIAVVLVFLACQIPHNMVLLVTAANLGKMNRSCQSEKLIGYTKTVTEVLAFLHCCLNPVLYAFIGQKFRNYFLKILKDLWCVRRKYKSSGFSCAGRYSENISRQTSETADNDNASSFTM
# APOBEC3G inh: blocks human APOBEC3G single-stranded DNA deamination; Q9HC16; recombinant A3G, ssDNA deamination FAM/TAMRA fluorescence; inhibition, % at 20 µM; 330,000 tested, 0.28% active;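 active = inhibition of at least 40% at 20 µM, with no more than 30% in the related APOBEC3A deaminase screen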;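 also: plate controls were DMSO wells with A3G for no effect and wells lacking A3G enzyme for full effect; some compounds called inactive have numbers as strong as hits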
# Target sequence (Q9HC16 whole entry, looked up): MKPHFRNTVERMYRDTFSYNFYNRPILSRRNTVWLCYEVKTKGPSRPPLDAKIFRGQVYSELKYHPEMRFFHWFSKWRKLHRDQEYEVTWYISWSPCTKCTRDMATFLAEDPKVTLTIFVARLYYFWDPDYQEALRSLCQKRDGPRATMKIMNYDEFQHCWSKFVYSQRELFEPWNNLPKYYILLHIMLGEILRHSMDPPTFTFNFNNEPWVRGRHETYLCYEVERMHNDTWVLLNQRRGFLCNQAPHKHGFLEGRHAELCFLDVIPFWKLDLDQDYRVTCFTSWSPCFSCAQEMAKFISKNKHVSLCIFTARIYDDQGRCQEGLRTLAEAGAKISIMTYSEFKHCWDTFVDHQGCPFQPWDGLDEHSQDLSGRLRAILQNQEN
# A3A deaminase: blocks human APOBEC3A ssDNA deamination; 330,000 tested, 0.41% active; recombinant A3A, FAM/TAMRA ssDNA deamination fluorescence; inhibition, % at 20 µM; P31941;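 active = at least 40% inhibition at 20 µM here, with at most 30% in a related deaminase screen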;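 also: plate controls were A3A with DMSO for no effect and wells lacking A3A enzyme for full effect; some results filed as inactive read as strong as hits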
# MPTP block: inhibitors of mitochondrial permeability transition pore | isolated mouse mitochondria, Ca2+ swelling absorbance, 30 min | inhibition, % at 10 µM | 360,000 tested, 1.4% active | AID 602449;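 active = inhibition of 50% or more, scaled per plate between neutral and stimulator controls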;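 also: 0% = DMSO wells given calcium and 100% = 1 mM EGTA wells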
# CXCR6 block: blocks human CXCR6 beta-arrestin recruitment | CHO-K1 PathHunter CXCR6 beta-arrestin, luminescence | inhibition, % at 20 µM | 360,000 tested, 0.36% active; in the data active = inhibition above about 34%, passing the limit was not always enough;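 also: antagonist mode with CXCL16 agonist at 10 nM final; 0% = 10 nM CXCL16 with DMSO and 100% = unstimulated wells without agonist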
# Gli-Sufu antag: antagonists of Gli-Sufu signaling | Sufu-KO-LIGHT fibroblasts, Gli luciferase reporter luminescence | inhibition, % at 5 µM | 340,000 tested, 0.74% active | AID 588413;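 active = inhibition above about 55%, limit read from the data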;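 also: 0% = DMSO-treated cells and 100% = wells with medium but no cells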
# An asterisk follows results filed as active; nt = no result given.
SMILES,EBI2 block,GRIN3A LBD mod,CCR6 antagonist,APOBEC3G inh,A3A deaminase,MPTP block,CXCR6 block,Gli-Sufu antag
CCc1ccc(C2C(C#N)=C(N)N(N(C)C)C3=C2C(=O)CCC3)s1 (centres undefined),6,10,14,-6,-3,0.7,1,0
COc1ccccc1N(C)S(=O)(=O)c1ccc(C(=O)Nc2ccncc2)cc1,0,0,6,-4,1,4.5,-5,21
OC1C=CSc2nc3ccccc3n21 (centres undefined),-12,0,18,-4,-3,-1.3,-3,-4
CSc1nc(-c2ccc(Cl)cc2)nc(N)c1C#N,-3,2,5,-2,0,2.6,-1,0
CCCCOC(=O)n1c(SCC(=O)N(C)C)nc2ccccc21,-9,-2,-3,-8,-3,-0.2,13,-2
CCCCCCOC(=O)Sc1nc2ccccc2o1,-31,5,-1,-4,-4,2.8,-8,8
COc1ccc(CN(C(=O)c2ccc(C)cc2)c2cccc(N)c2)cc1,4,-2,5,-9,-4,1.4,-12,-5
Cn1c(CSc2ncccn2)nnc1SCC(=O)N1CCCCCC1,-16,5,8,-6,2,-1.5,2,1
Cc1sc(NC(=O)C2CCCO2)c(C(N)=O)c1C (centres undefined),-1,1,0,22,1,-0.4,11,1
COC(=O)COc1ccc(S(=O)(=O)NCc2ccc3c(c2)OCO3)cc1C,-14,4,1,-8,-7,0.2,-4,0
N=c1oc2c3c4c(cc2cc1C(=O)Nc1ccccc1)CCCN4CCC3,-5,0,-2,-140,-73,2.4,-6,-28
CC(=O)C1CCC2C3CCC4CC(OC(=O)CCC(=O)O)CCC4(C)C3C(=O)CC12C (centres undefined),-7,-10,2,nt,nt,-1.2,0,1
CC(=O)Cc1nsc(NC(=O)c2c(-c3ccccc3Cl)noc2C)n1,-12,-6,-7,-3,-1,1.7,6,-14
CN(Cc1ccc(F)cc1)C(=O)C(c1ccccc1)c1ccccc1,10,-2,32,-1,-2,1.1,15,25
CSc1ccc(CN(C)C(=O)CSCC(=O)Nc2cc(C)on2)cc1,-3,2,6,0,0,-0.6,8,1
CCc1ccc(C2CC(c3ccc(C)cc3)n3nc(N)nc3N2)cc1 (centres undefined),2,-3,-1,nt,nt,-1.0,-5,-2
CC(C)NS(=O)(=O)c1ccc(OCC(=O)NCCC2=CCCCC2)cc1,7,-2,-4,-6,-1,-1.8,-8,2
O=[N+]([O-])c1cccc(-c2nnc(C34CC5CC(CC(C5)C3)C4)o2)c1,10,-4,4,4,2,-2.0,-3,77*
CC1(C)CC(=O)C(C(C2=C(O)CC(C)(C)CC2=O)c2ccco2)C(=O)C1 (centres undefined),-10,2,-3,5,6,0.1,-2,18
COc1cccc(NC(=O)COC(=O)C2CCCCC2)c1,-7,0,11,-5,-1,-0.3,2,-17
COc1ccc(NC(=O)Cc2ccc(C)c(C)c2)cc1S(=O)(=O)N1CCCCC1,7,-4,10,-3,12,-0.8,12,1
Cn1cccc1/C=N\NC(=O)Cc1ccc(Br)c2ccccc12,-5,-1,8,-7,6,43,2,38
CCOc1ccc(C(=O)NCC(=O)OCc2ccc(F)cc2Cl)cc1,2,-16,-4,-4,1,2.0,5,-21
CCC(C)NC(=O)C1CCN(S(=O)(=O)CC)CC1 (centres undefined),8,-1,0,-3,-4,-0.4,2,0
Cc1cccc(NC(=O)CNC(=O)CNC(=O)Cc2ccccc2)c1,1,6,12,0,1,-1.6,14,-13
Cc1ccc(C(=O)c2nc(C(=O)NCCO)nc3ccccc23)cc1,6,0,-8,-2,-3,-0.5,0,-3
CCOc1ccc(CCNC(=O)C2CC(=O)N(CCc3ccccc3)C2)cc1OCC (centres undefined),4,9,9,6,1,0.7,1,-17
CC1CCCC(NC(=O)CCNC(=O)c2ccccc2Cl)C1C (centres undefined),-2,1,6,-2,10,-0.3,3,1
CCOc1ccc(CNc2ncc(-c3ccccc3)n2C)cc1,-8,-2,22,-11,-7,0.6,18,-8
Cc1cnc(C(=O)OCC(=O)N(CC(C)C)C2CCS(=O)(=O)C2)cn1 (centres undefined),-19,0,3,-3,2,-2.9,-7,-6

# Exported as labelled records: part of the list above
Cc1cccc(NC(=O)CNC(=O)CNC(=O)Cc2ccccc2)c1
  EBI2 block: 1; GRIN3A LBD mod: 6; CCR6 antagonist: 12; APOBEC3G inh: 0; A3A deaminase: 1; MPTP block: -1.6; CXCR6 block: 14; Gli-Sufu antag: -13
CC1(C)CC(=O)C(C(C2=C(O)CC(C)(C)CC2=O)c2ccco2)C(=O)C1 (centres undefined)
  EBI2 block: -10; GRIN3A LBD mod: 2; CCR6 antagonist: -3; APOBEC3G inh: 5; A3A deaminase: 6; MPTP block: 0.1; CXCR6 block: -2; Gli-Sufu antag: 18

# Carrying on.
SMILES,EBI2 block,GRIN3A LBD mod,CCR6 antagonist,APOBEC3G inh,A3A deaminase,MPTP block,CXCR6 block,Gli-Sufu antag
COc1ccc(C(=O)NCc2nnc(SCC(=O)N3CCOCC3)o2)cc1OC,-5,0,0,-6,-1,0.9,-3,-12
Cc1cc(S(=O)(=O)N2CCC3(CC2)OCCN3S(=O)(=O)c2cccs2)ccc1F,5,-2,21,-7,-1,-0.8,2,8
CC(=O)Nc1nc2cc3c(cc2s1)OCCO3,-12,1,-6,-5,-2,0.8,2,-79
CC(=O)Nc1sc2c(c1C(c1ccncc1)N1CCOCC1)CCCC2 (centres undefined),-4,1,-2,-8,-3,-0.8,10,-4
Cc1ccc(CNC(=O)c2ccc(N3CCC4(CC3)CC(c3cccc(Br)c3)=NO4)c(NC(=O)c3ccco3)c2)cc1,-3,0,5,-9,1,0.8,-1,27
Cc1ccc(N/C=C/C(=O)c2ccccc2)cc1C,14,-35,19,-1,3,1.3,-3,-77
CCOCCCNC(=O)NC(=O)CN1CCN(S(=O)(=O)c2ccc3c(c2)OCCO3)CC1,-3,0,0,-5,-2,0.6,-1,-2
COc1ccc(S(=O)(=O)N(C)CC(=O)N2CCC(C(N)=O)CC2)cc1,-11,2,-15,-8,-2,-1.9,2,4
Cc1ccsc1C(C(=O)NC(C)(C)C)N(C(=O)c1csnn1)c1ccccc1 (centres undefined),2,1,9,-6,-2,-1.8,-3,0
O=c1c2c(ncn1Cc1ccccc1)nc1n2CCC1,0,1,-14,4,3,1.6,-12,-1
CCc1ccc2[nH]c(=O)c(CN(Cc3ccccc3)Cc3nnnn3Cc3ccco3)cc2c1,-1,-5,14,-1,11,-1.9,-2,-18
Cc1ccc2cc(C#N)c(N3CCCN(C(=O)C4CCCO4)CC3)nc2c1 (centres undefined),5,2,8,-6,-2,0.2,7,0
COc1ccc(OC)c(NS(=O)(=O)c2cc(OC)ccc2OC)c1,-5,1,-4,-3,-3,0.3,-1,-3
CC(C)CNC(=S)NNC(=O)c1ccccc1OC(F)F,-5,1,5,-3,0,1.2,2,4
COc1cccc(CC(=O)N2CCCC(CO)(Cc3ccc(F)cc3F)C2)c1 (centres undefined),11,4,14,4,-9,0.7,2,7
COC(=O)c1cc(C(=O)Nc2ccc(Cl)cn2)cc([N+](=O)[O-])c1,7,0,1,-5,-3,-1.6,-9,3
CC1CC(=O)C2=C(C1)Nc1ncnn1C2c1ccccc1 (centres undefined),-7,0,4,-8,-3,-1.5,-4,-2
Cc1cccc(N(C(=O)c2nsc(Cl)c2Cl)C(C(=O)NC2CCCC2)c2ccc(O)cc2)c1 (centres undefined),1,0,-5,-4,0,-0.6,-2,-20
CC12CCC(=O)N1C(C(=O)Nc1ccc(SC(F)F)cc1)CS2 (centres undefined),-2,nt,7,-6,4,-2.9,2,-20
COCc1ccc(C(=O)N2CCCCC2C(=O)Nc2ccc(-n3nc(C)cc3C)cc2)o1 (centres undefined),1,2,-7,-8,-2,0.3,-15,6
CCOC(=O)c1c(C)nc2sc(C(=O)Nc3ccc(C(C)=O)cc3)c(N)c2c1-c1ccc(OC)cc1,7,-2,4,-6,-2,3.2,0,29
COc1ccc(N2CCN(C(=O)CCNS(=O)(=O)c3cccs3)CC2)cc1,-13,2,-20,-2,-2,1.2,-2,0
COCCCNC(=O)Cn1cc(/C=C(\C#N)C(=O)N2CCN(c3ccccc3)CC2)c2ccccc21,-4,-1,22,-9,-2,1.5,5,8
O=[N+]([O-])c1ccc(OS(=O)(=O)Cc2ccccc2)cc1,2,-2,4,-3,-1,0.7,2,14
COCCn1c(CCc2ccccc2)n[nH]c1=S,0,0,0,17,-1,0.8,-6,6
Cc1ccccc1SCC(=O)Nc1ccc(N2CCOCC2)cc1,2,-4,-4,0,3,0.3,2,-13
Cc1ccc(S(=O)(=O)N2[C@@H](c3ccc(C#N)cc3)C(C(=O)O)=C[C@H]2CC2CCCC2)cc1,1,-10,-6,0,1,0.4,-2,4
Cn1cc([C@@H]2C[C@H]3CN(Cc4cccc(Cl)c4)C(=O)[C@]34CCCN24)c2ccccc21,-1,1,7,-6,-3,0.8,12,5
CN(CC(=O)Nc1ccccc1C(=O)Nc1ccccc1)C1CCCCC1,-9,3,9,0,3,-0.5,9,5
O=c1cc2oc3cc(O)c(O)cc3c(-c3ccccc3O)c-2cc1O,1,-1,30,nt,nt,12,28,-1
Cc1ccccc1C(=O)c1c[nH]c(C(N)=O)c1,-7,1,11,-8,-4,2.0,-2,-6
COC(=O)c1c(NC(=O)CC2Nc3ccccc3NC2=O)sc(C)c1C (centres undefined),-4,-1,17,-3,0,1.5,3,-11
CCOC(=O)c1[nH]c(C)c(C(=O)NCc2ccc(C)cc2)c1C,-9,-1,5,-6,-2,-0.6,-6,-12
O=c1cc(CSc2nnc(COc3ccccc3Cl)o2)nc2sccn12,5,-3,2,0,10,1.0,-4,0
Cc1ccc(C)c(OCC(=O)NCC(C)C)c1C,-4,-3,-2,-10,-2,-0.8,-1,-1
C=CCSc1nc(-c2ccccc2)c(C#N)c(=O)[nH]1,4,-1,0,-7,-1,4.6,-5,0
COC(=O)Nc1ncc(CN2CCc3ccccc3C2)s1,-17,-1,-3,-5,-5,-1.8,-8,1
CCC(C)c1ccc(OCC(=O)NNC(=O)C2CCCCC2)cc1 (centres undefined),4,-1,9,-12,-4,-0.5,6,-15
OCc1ccnc2oc3ccccc3c12,-3,2,-1,-4,-1,2.4,-4,4
COc1ccc(CNC(=O)COC(=O)c2ccccn2)cc1,-3,-1,5,-12,2,-0.3,2,7
COc1ccc(-n2c3c(cc(C(=O)N4CCC(C)CC4)c2=O)C(=O)CC(C)(C)C3)cc1,4,2,-4,-7,-1,-1.4,4,0
COc1ccc(-n2c(C)cc(C(=O)CN3C(=O)C(=O)N(Cc4ccccc4)C3=O)c2C)cc1,-8,-2,-1,-2,0,-1.2,5,-2
NNc1cc(C(=O)O)ccc1Cl,0,2,-7,40*,-3,0.6,-10,7
CN(CC#CC1(O)c2ccccc2-c2ccccc21)Cc1ccccc1,-5,-3,17,-6,0,0.3,5,34
NS(=O)(=O)c1cccc(NC(=O)CCC(=O)c2cccs2)c1,7,0,16,-9,-5,0.9,-4,-1
COc1ccc(C(C)(C)C)cc1NS(=O)(=O)c1cccc2cccnc12,0,-11,10,-6,-3,0.6,0,10
CCN1C(=NCCc2ccccn2)N[C@@H](c2cccc(F)c2)C(C(=O)OC)=C1C,-3,-2,6,5,48*,1.3,-3,5
COCCNC(=O)c1ccc(N2CCCCC2)c(NS(=O)(=O)c2ccc(C)cc2)c1,9,0,7,-6,-4,1.3,-3,7
CC(=O)Nc1ccc(NC(=O)c2ccco2)cc1,-22,-6,0,2,1,0.6,-5,-16
COc1nc(N)nc(NC(=O)c2cccs2)c1N=O,-6,1,-4,2,-2,2.0,-21,5
Cc1cc(C)c(NC(=O)CSc2nc3ccc(N4C(=O)c5ccccc5C4=O)cc3s2)c(C)c1,-1,3,5,-5,2,3.7,-5,-6
CC(C)(C)c1ccc(OCC(O)CN(CCO)CC(O)Cn2ccc3ccccc32)cc1 (centres undefined),-1,-8,-2,-1,0,4.3,-13,23

# 2 of the compounds above, with tabs.
SMILES	EBI2 block	GRIN3A LBD mod	CCR6 antagonist	APOBEC3G inh	A3A deaminase	MPTP block	CXCR6 block	Gli-Sufu antag
Cc1ccc2cc(C#N)c(N3CCCN(C(=O)C4CCCO4)CC3)nc2c1 (centres undefined)	5	2	8	-6	-2	0.2	7	0
COc1ccc(OC)c(NS(=O)(=O)c2cc(OC)ccc2OC)c1	-5	1	-4	-3	-3	0.3	-1	-3
